Source: PubChem (Fisher Drug Discovery Resource Center)
hcGAS inh = human cGAS inhibition; Q8N884; recombinant h-cGAS, ATP depletion, Kinase-Glo luminescence; inhibition, % at 12.5 µM; 290,000 compounds, 0.081% hits;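 also: 0% = vehicle reaction and 100% = reaction without DNA for no activity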
Target sequence (Q8N884 whole entry, looked up): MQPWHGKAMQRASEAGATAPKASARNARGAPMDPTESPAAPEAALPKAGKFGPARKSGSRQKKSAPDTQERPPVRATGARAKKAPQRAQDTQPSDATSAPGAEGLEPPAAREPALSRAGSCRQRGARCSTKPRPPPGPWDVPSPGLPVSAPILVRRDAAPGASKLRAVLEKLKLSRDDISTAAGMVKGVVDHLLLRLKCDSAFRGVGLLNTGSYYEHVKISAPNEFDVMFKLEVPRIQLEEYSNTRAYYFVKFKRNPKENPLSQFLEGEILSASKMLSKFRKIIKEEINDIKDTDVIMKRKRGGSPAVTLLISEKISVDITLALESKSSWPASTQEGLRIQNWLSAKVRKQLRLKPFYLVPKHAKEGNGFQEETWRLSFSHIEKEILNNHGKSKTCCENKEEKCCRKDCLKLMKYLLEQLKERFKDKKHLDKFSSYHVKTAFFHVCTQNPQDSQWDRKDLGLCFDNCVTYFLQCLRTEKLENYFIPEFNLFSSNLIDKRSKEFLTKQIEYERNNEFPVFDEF
NPYLR7 ag = mosquito NPYLR7 agonism; HEK293T NPYLR7/Galpha15, GCaMP6s calcium fluorescence; activation, % at 10 µM; 270,000 compounds, 0.15% hits; AID 1259423; in the data active = activation above about 40%;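 also: 0% = vehicle and 100% = reference agonist at the receptor; some compounds past the cut are filed as inactive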
mcGAS lum = blocks mouse cGAS activity; inhibition, % at 12.5 µM; 160,000 compounds, 0.15% hits; recombinant cGAS, Kinase-Glo ATP depletion luminescence; AID 1259399;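 also: 0% = negative control wells and 100% = reference inhibitor with no enzyme activity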
* hit, by the source's call; nt = not tested or not shown; & = joins results of further samples. Rule as the data show it, unless noted: active = inhibition above about 40%; inactive = the rest.

SMILES	hcGAS inh	NPYLR7 ag	mcGAS lum
CC(=O)Nc1ccc(CNC(=O)CN2CCCN(C(=O)C3CC3)CC2)cc1	-8	2	-11
CCCCCc1nnc(NC(=O)CCCC)s1	-8	5	-7
COc1ccc(-n2nc(C(=O)NCCc3ccccn3)c(=O)n(Cc3cccc(C(F)(F)F)c3)c2=O)cc1OC	-8	nt	-7
Cc1cc(CN(C)C(=O)c2sc3ncnc(NC[C@H]4C[C@@H]5C=C[C@H]4C5)c3c2C)on1	-6	-2	-25
O=C(NCc1ccccn1)c1cc(NCC2CC2)cc(S(=O)(=O)N2CCCC2)c1	-17	22	-8
Cc1cccc(-c2nnc(NC(=O)C(NC(=O)Nc3ccccc3Br)C(C)C)s2)c1 (stereo not given)	-2	1	-4
Cc1nn2c(nc(NC3CCCc4ccccc43)c3ccccc32)c1Cl (stereo not given)	-8&1	6&-3	nt
CC(C)c1n[nH]c(=S)n1-c1ccc(Cl)c(Cl)c1	-7	-9	nt
CC(Cn1cccn1)C(=O)N1CCOc2c(O)cc(-c3cccnc3)cc2C1 (stereo not given)	-2	1	nt
Cc1cc2ncn(CC3CCN(C(=O)c4cnccn4)CC3)c2cc1C	-8	-3	nt
O=C(c1cncc(-c2cc3ccccc3o2)n1)N1CCOCC1	-2	0	nt
CC(=O)NC(C)c1ccc(C(=O)COc2cccc(Cl)c2Cl)cc1 (stereo not given)	-5	0	-12
CC1CNC(=O)CCN1Cc1cn(-c2ccccc2)nc1-c1ccncc1 (stereo not given)	-11	nt	-13
NC1CONC1=O (stereo not given)	-4	6	-3
C=CCC(Cc1onc(C)c1I)c1onc(C)c1I (stereo not given)	1	-4	nt
CNC(=O)C1OC(C)(C(C)(C)C)OC1C(=O)NC (stereo not given)	-6	nt	-4
O=C(c1cccc(C(F)(F)F)c1)C1CCCN(C(=O)c2sccc2Cl)C1 (stereo not given)	-9	17	-12
O=C(CCn1cncn1)Nc1ccccc1NC(=O)c1cccs1	-6	3	nt
CCCn1c(=O)n(C)c(=O)c2c(=S)nc(C(C)C)[nH]c21	-5	-5	nt
CCc1nc(C)sc1C(=O)N1C[C@@H]2C3CCC(CC3)[C@@H]2C1	1	5	nt
CN(C)[C@@H]1c2ccccc2C2(CCN(Cc3nn(C)cc3Cl)CC2)[C@H]1O	-5	3	-9
CNC(=O)C1CCN(Cc2nc3ccccc3o2)CC1	-9	2	nt
O=S(=O)(c1cccc2nsnc12)N1CCCc2ccccc21	-5	5	nt
O=C(Cc1cccs1)NC1CCN(c2ccccc2C(=O)NC2CC2)CC1	-8	2	-7
CCOc1nc(-c2ccc(OC)cc2)n(-c2cccc(NC(=O)c3cccc(F)c3)c2)n1	-1	22	-7

7 records picked at random from those above, as already listed:
SMILES	hcGAS inh	NPYLR7 ag	mcGAS lum
CNC(=O)C1OC(C)(C(C)(C)C)OC1C(=O)NC (stereo not given)	-6	nt	-4
O=S(=O)(c1cccc2nsnc12)N1CCCc2ccccc21	-5	5	nt
CN(C)[C@@H]1c2ccccc2C2(CCN(Cc3nn(C)cc3Cl)CC2)[C@H]1O	-5	3	-9
Cc1cc2ncn(CC3CCN(C(=O)c4cnccn4)CC3)c2cc1C	-8	-3	nt
CC(=O)Nc1ccc(CNC(=O)CN2CCCN(C(=O)C3CC3)CC2)cc1	-8	2	-11
C=CCC(Cc1onc(C)c1I)c1onc(C)c1I (stereo not given)	1	-4	nt
Cc1cccc(-c2nnc(NC(=O)C(NC(=O)Nc3ccccc3Br)C(C)C)s2)c1 (stereo not given)	-2	1	-4

Continuation.
SMILES	hcGAS inh	NPYLR7 ag	mcGAS lum
CCN(C(=O)c1ccc(OCC(F)(F)F)nc1)C1CCN(c2ccccc2)C1=O (stereo not given)	-10	1	nt
Cc1ccccc1-n1ncc2c(C3CC3)nn(CC(=O)N3CCCC3)c(=O)c21	-5	7	nt
CCCc1ccc(CN2CCCC(c3nn(C)c(=O)n3CC)C2)o1 (stereo not given)	-5	2	nt
Cn1c(SCC(=O)N2CCCC2)nc2c([nH]c3ccccc32)c1=O	-7	0	-8
COc1ccc(S(=O)(=O)NC2CC2)cc1OC	-2	2	nt
Cc1cnn(Cc2ccccc2Cl)c1NC(=O)c1ncc(F)cc1F	-2	6	nt
Cc1nsc(N2CCCN(C(C)C(=O)NCC(=O)Nc3c(C)cccc3C)CC2)n1 (stereo not given)	3	-3	2
CCOc1ccc(-c2ccc(=O)n(CCNS(=O)(=O)c3ccc(Oc4ccccc4)cc3)n2)cc1	-7	-1	-10
O=C(CCC(=O)c1ccc(-c2ccccc2)cc1)NC1=NCCS1	4	1	0
CCCc1cc(C(=O)NCC2(O)CCNC2)ccn1 (stereo not given)	-3	6	-9
CCCc1cc(Cn2ccnc2-c2nccn2C)on1	-3	nt	-4
CCCCn1c(=O)c2c(nc3n2CCCN3c2ccc(Br)cc2)n(C)c1=O	-2	7	-7
O=C(CCC(=O)N1CCN(c2ccccn2)CC1)N[C@@H]1CCCc2ccccc21	-10	-6	-4
CCOC(=O)c1c(NC(=O)c2ccc3nonc3c2)c(-c2cccc(F)c2)cn1C	0	4	-4
CC(C(=O)NCc1ccccc1)N1CCN(c2ccccc2)CC1 (stereo not given)	-7	1	nt
COC(=O)CNC=CC(=O)C(F)(F)F	-4	2	nt
Cn1ncc(-c2nc3c([nH]2)c(C2CC2)nn3C)c1-c1ccccc1	-6	1	-11
CN1CC(=O)N2C[C@@H](NS(=O)(=O)NCc3ccccc3)C[C@H]2C1=O	-1	-2	nt
FC(F)(F)c1ccc(NC(=S)NC2CC2)cc1	-7	8	nt
CC(C)C(C)N(CCn1c(=O)oc2ccccc21)Cc1ccco1 (stereo not given)	-7	-2	nt
O=S(=O)(c1cc(Br)ccc1Br)N1CCc2ccccc21	-2	-13	nt
CCCc1cnc(C)nc1NC1CC(=O)N(C2Cc3ccccc3C2)C1 (stereo not given)	-1	-1	nt
CCc1nc2ccc(C(=O)N3CCNC(=O)C3)cn2c1N(C)C(=O)Cc1ccccc1	-6	16	-3
O=C(c1cccc(F)c1)N1CCN(S(=O)(=O)c2ccc(F)cc2F)CC1	2	3	-8
COc1cc(OC)cc(C2SCCN2C(=O)c2ccc(C)cc2)c1 (stereo not given)	-9	-4	-5
SMILES	hcGAS inh	NPYLR7 ag	mcGAS lum
Nc1nc2c3ccccc3nc(-c3ccccc3)n2n1	9	-2	5
CCCC(=O)Nc1cc2c(cc1OC)NC(=O)CC2c1ccc(Cl)s1 (stereo not given)	-5	5	-11
NC(=O)Cn1nc(-c2cccc(Br)c2)ccc1=O	-8	11	nt
COc1cc(C#N)ccc1OCc1csc(-c2ccccc2)n1	-1	2	-4
CC(=O)NCC(=O)N1CCN(Cc2cccc(-c3noc(CC(C)C)n3)c2)CC1	-7	3	-7
O=c1c(O)c(-c2ccc(O)cc2)oc2ccccc12	1	-5	nt
CSCCC(=O)N1CCC2(CCCN(Cc3ccc(F)cc3)C2=O)C1 (stereo not given)	-6	-2	nt
Cc1ccc(CN(C)C(=O)[C@@H](O)Cc2ccccc2)o1	-3	20	-16
c1cc(N2CCCCCC2)ncc1-c1noc(CN2CCN(C3CCCCC3)CC2)n1	5	nt	0
COCCCn1ccnc1-c1nccn1C	-4	0	nt
Cc1cccc(-c2noc(-c3sccc3S(=O)(=O)N(C)c3ccc(C)c(F)c3)n2)c1	-6	nt	-9
Fc1ccc(Nc2n[nH]c(=S)s2)cc1	-4	3	1
Cc1nc2sc(C(=O)N3CCC4(CCCO4)CC3)c(C)c2c(=O)[nH]1	-3	8	nt
O=C(CSc1ccc(NC(=O)C2CC2)nn1)NCC1CCCO1 (stereo not given)	-2	0	nt
c1ccc(CSc2nnc3c(n2)[nH]c2ccccc23)cc1	-7	2	nt
Cn1nc(C(=O)N2CCN(Cc3cccs3)CC2)c2ccccc2c1=O	-6	10	nt
CCCCOC(=O)N1C[C@@H](C(=O)OCC)[C@@H]2Oc3ccc(Cl)cc3[C@@H]21	6	2	0
COC(=O)COc1ccc(-c2nnc(Nc3ccc(O)cc3)c3ccccc23)cc1	-8	-17	nt
CCOc1ccccc1N1CCN(C(=O)c2cc(-c3cccs3)nn2-c2ccc(Cl)c(Cl)c2)CC1	-1	29	-5
COCCNC(CC(=O)Nc1cc(Cl)cc(Cl)c1)C(=O)O (stereo not given)	-3	20	-6
CCN(CC)CCNC(=O)C1=Cc2sc(C)c(C)c2CS1	-6	1	nt
O=S(=O)(c1cccc(F)c1)N1CCN(c2nc3nccc(-c4cccc(C(F)(F)F)c4)n3n2)CC1	-4	5	-6
CCOc1ccc(CN2CCCn3cncc3C2)cc1CO	-4	6	nt
CC(NS(=O)(=O)c1ccc2ccccc2c1)(C(N)=O)c1ccccc1 (stereo not given)	1	4	nt
Cc1ccc2c(c1)NC(=O)c1cc(NC(=O)OCc3ccccc3)ccc1O2	1	2	nt

Exported field by field: entries from further up.
> O=S(=O)(c1cccc(F)c1)N1CCN(c2nc3nccc(-c4cccc(C(F)(F)F)c4)n3n2)CC1
  hcGAS inh: -4 | NPYLR7 ag: 5 | mcGAS lum: -6

> CCOc1ccc(CN2CCCn3cncc3C2)cc1CO
  hcGAS inh: -4 | NPYLR7 ag: 6 | mcGAS lum: nt

> CC(NS(=O)(=O)c1ccc2ccccc2c1)(C(N)=O)c1ccccc1 (stereo not given)
  hcGAS inh: 1 | NPYLR7 ag: 4 | mcGAS lum: nt

> Cc1ccc2c(c1)NC(=O)c1cc(NC(=O)OCc3ccccc3)ccc1O2
  hcGAS inh: 1 | NPYLR7 ag: 2 | mcGAS lum: nt

Remaining list, next part:
SMILES	hcGAS inh	NPYLR7 ag	mcGAS lum
COc1ncccc1NC(=O)Cn1c(C)cc(-c2csc(C)n2)c1C	-7	7	nt
Cc1occc1C(=O)NC1CCCc2c1cnn2-c1ccc(C(C)(C)C)cc1 (stereo not given)	-7	12	-9
CC(=NNC(=O)c1ccccc1)c1ccc2c(c1)Nc1ccccc1S2	-2	1	nt
Nc1ccc(S(=O)(=O)O)cn1	-2	-4	nt
COc1cc(C2c3c([nH]c(=O)[nH]c3=O)N=C3CC(C)(C)CC(=O)C32)cc(OC)c1OC (stereo not given)	-4	-7	nt
Cc1ccccc1NC(=O)CCCn1nc(-c2ccc(F)cc2)ccc1=O	-5	5	-8
CCCc1cnc(C)nc1NCc1cccnc1N1CCN(C(C)=O)CC1	-2	8	nt
COc1ccc(-c2csc(=Nc3cccc(Cl)c3)n2NC(=O)C(C)Oc2ccc(Cl)cc2C)cc1 (stereo not given)	-7	-10	-5
O=C(CCc1ncc(-c2ccc(F)cc2)o1)N1CCN(c2ccccc2)CC1	-5	-6	nt
CCOc1ccc(C(=O)N2CCC(n3cnc4ccccc43)CC2)cc1	-13	nt	-6
COc1ccc(-c2cc(NC(=O)Cn3ccc(=O)[nH]c3=O)ccc2OC(F)F)cc1	2	1	-9
CCCC(=O)NC(=O)/C(C#N)=C/Nc1ccccc1Cl	-8	12	nt
COc1cccc(NC(=O)NC(c2ccccc2)c2cccs2)c1 (stereo not given)	-7	6	nt
COc1ccc(NC(=O)N(Cc2ccccc2)Cc2cccn2Cc2ccc(F)cc2)c(OC)c1	6	-10	1
CCOC(=O)C1C(=O)C=C(c2cccc(OC)c2)CC1c1ccccc1 (stereo not given)	-10	9	-5
CCOC(=O)c1c(C)n(-c2ccccc2)c2ccc(O)cc12	-7	-6	-5
CC(=O)c1sc2ccccc2c1O	2	-4	nt
CCCCCCn1c(NCCO)nc2c1c(=O)[nH]c(=O)n2C	-4	15	-8
COC(=O)CC(=O)N1CCC(Cc2ccc(-c3ccccc3)cc2)CC1	-7	2	-6
CCOc1ccc(CN(Cc2ccc(F)cc2)Cc2nc(C(=O)NCc3ccco3)co2)cc1	-5	20	-6
O=C1CCNc2ccc(F)cc2CN1CC1CC1	2	23	-6
C=CCN(Cc1csc(COc2ccc(OC)cc2)n1)C(=O)c1ccc(OC)cc1	-2	2	-6
COc1cccc(C(O)c2nc(-c3cnn(C)c3)cs2)c1 (stereo not given)	-8	9	nt
CC(C)Oc1ccc(S(=O)(=O)N2CCOCC2)cc1NCc1c(F)cccc1Cl	-4	0	nt
COc1ccc(CN2CCN(Cc3ccc4nsnc4c3)CC2CCO)c(C)c1C (stereo not given)	-1	-7	nt
SMILES	hcGAS inh	NPYLR7 ag	mcGAS lum
COC(=O)CCc1c(C)[nH]c(=O)c(C#N)c1C	-4	0	-5
COc1ccc(NC(=O)NCc2nnc(SCc3ccccc3C)n2-c2ccc(C)cc2)cc1	-4	3	-5
CN(C)C(=O)c1cnc(C23CC4CC(CC(C4)C2)C3)c(C(=O)N(C)C)c1	4	5	nt
O[C@H]1C[C@@H]2CN(Cc3sc(N4CCCC4)nc3Cl)C[C@@H]2C[C@@H]1O	2	nt	-1
COc1ccc(C(CC(=O)N2CCN(Cc3ccc4c(c3)OCO4)CC2)c2c[nH]c3ccccc23)c(OC)c1 (stereo not given)	3	nt	0
Nc1nc(NCCNc2ccccc2)cc(N2CCOCC2)n1	-5	2	-12
CC1Cc2cc(C(=O)N(C)Cc3ccc(Cl)c(Cl)c3)ccc2N1S(C)(=O)=O (stereo not given)	-5	1	nt
CN1CC[C@H](N(Cc2ccccc2)C(=O)Nc2ccccc2)C[C@H](O)C1	-10	3	-4
CCC(CC)NC(=O)Cn1cc(-c2ccccc2)cn1	0	8	-9
CCOc1ccc(C(=O)Nc2cc(C(C)(C)C)nn2-c2cc(Cl)ccc2Cl)cc1	-2	18	-5
CS(=O)(=O)c1cccc(C(=O)N(Cc2ccccn2)c2nc3c(F)cc(F)cc3s2)c1	2	-6	-1
COc1ccc(NCc2nn(CC(=O)c3ccc(Br)cc3)c3[n+]2CCCCC3)cc1	0	0	-3
O=C(Cc1csc(N2CCNC2=O)n1)NC1CCC(c2ncno2)CC1 (stereo not given)	-4	2	nt
CC(C)CNC(=O)COC(=O)C(c1ccccc1)c1ccccc1	0	-1	nt
CCOc1ccc(-c2ccc(=O)n(CCNS(=O)(=O)c3ccc(CC)cc3)n2)cc1	-6	-1	-10

Compounds as they come; about 0.29% have a hit in one of these screens.
